Compound activity (PubChem BioAssay)
PKA-R2B activ: activators of PKA-R2B holoenzyme, primary screen, biochemical, fluorescence polarization, Cy5-IP20, human; cAMP-dependent protein kinase catalytic subunit beta (Homo sapiens) + cAMP-dependent …; 340,000 tested, 0.079% active; activation, % at 11.4 µM; PKA-R2B holoenzyme dissociation; R2B truncated from residue 108, S112A mutant; 0% DMSO only, 100% 113 µM cGMP; AID 504700, 2011;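 active means activation above a cutoff set at the mean over all compounds plus 3 SD, cut at about 18% in these data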;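 further: higher means more holoenzyme dissociation and a rise in polarization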
SR-BI DiI inh: inhibitors of SR-BI mediated HDL lipid uptake, primary screen, ldlA[mSR-BI] cells, fluorescence, single point | ldlA[mSR-BI] CHO cells, DiI-HDL uptake fluorescence, 3 h | inhibition, % at 12.5 µM | 320,000 tested, 0.96% active | AID 488896, 2010;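 active means mean replicate inhibition of at least 70% and a set share of replicates each scoring 70 or more; inconclusive means meets just one of the two criteria; inactive means fails both criteria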;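 further: 0% = median of neutral control wells and 100% = median of positive control wells; values of inactives mirror those of a sister screen read the other way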
SR-BI uptake up: activators of SR-BI mediated DiI-HDL uptake, primary screen, ldlA[mSR-BI] CHO cells, DiI fluorescence. 3 h; 100 = double the neutral-control signal. AID 504775, 2011. activation, % at 12.5 µM. 320,000 tested, 0.096% active;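 active means mean replicate activation of at least 60% and every replicate at or above 60%; inconclusive means mean or all-replicate condition met, but not both; inactive means mean below 60% and not all replicates reaching 60%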;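 further: 0% = median plate neutral-control signal and 100% = twice that signal; values of inactives mirror those of a sister screen read the other way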
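system = CHO ldlA[mSR-BI] cells, LDL receptor-null, SR-BI overexpressing | medium = Ham's F12 with 0.5% BSA, HEPES 25 mM, pH 7.4 | probe or stimulus = DiI-HDL 10 µg/mL | compound dosing = single-point compound dose | incubation = compound exposure 3 h, 37 °C | technique = DiI fluorescence, bottom read | read-out = cell-associated DiI fluorescence as measure of HDL uptake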
CDK5 inh: inhibitors of human CDK5/p35 kinase, primary screen, biochemical, single concentration; inhibition, % at 10 µM; AID 488839, 2010; 330,000 tested, 0.01% active; Cyclin-dependent kinase 5 (Homo sapiens) + Cyclin-dependent kinase 5 activator 1 (Homo …; Recombinant CDK5/p35, ADP-Glo luminescence, 60 min;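 active means highest replicate inhibition of at least 50% and at least 75% of replicates reaching 50%; inconclusive means only one of the two criteria met; inactive means both criteria failed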;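 further: plate controls were DMSO neutral control for no effect and GW8510 at 10 µM for full effect; many of its hits are not listed in these tables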
PKA-R1A activ: activators of PKA-R1A holoenzyme, primary screen, biochemical, fluorescence polarization, Cy5-IP20, bovine R1A, mouse PKAc; cAMP-dependent protein kinase type I-alpha regulatory subunit (Bos taurus) + …; activation, % at 11.4 µM; 340,000 tested, 0.083% active; PKA-R1A dissociation; scaled: DMSO 0%, 113 µM cGMP 100%; AID 504707, 2011;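 active means percent activation above the mean of all tested compounds plus 3 SD, cut at about 19% in these data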;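 further: higher means more PKAc released from R1A so a rise in polarization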
SUMO Mot1 rescue: yeast Mot1-301 growth rescue at high temperature, primary screen, SUMOylation pathway inhibitor project, S. cerevisiae, ATP luminescence, 38.5C | S. cerevisiae Mot1-301 growth rescue; percent above DMSO median, 100 means doubled | growth rescue, % at 18.8 µM | 320,000 tested, 1% active | AID 2716, 2010;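 active means every valid replicate shows activation above 250% relative to neutral control wells; inactive means the rest, any valid replicate at or below 250%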;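 further: OY570 slx delta 5 strain wells were the positive control but not used for scaling; some compounds called inactive have numbers as strong as hits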
DSG3 Ab inh: inhibitors of pemphigus antibody binding to DSG3, primary screen, biochemical, bead-based, flow cytometry, scFv-GFP. DSG3-coupled beads, scFv-anti-DSG3-GFP binding; active compounds read low. AID 588358, 2011. binding (percent of control), % at 10 µM. 310,000 tested, 0.48% active. Desmoglein-3 (Homo sapiens), P32926;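 active means binding more than 3 SD below its plate's average and above zero; inconclusive means below that plate limit but binding exactly zero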;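 further: hits lower antibody fragment binding to DSG3; some compounds called inactive have numbers as strong as hits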
Target sequence (P32926 whole entry, looked up, the tested form may be a part): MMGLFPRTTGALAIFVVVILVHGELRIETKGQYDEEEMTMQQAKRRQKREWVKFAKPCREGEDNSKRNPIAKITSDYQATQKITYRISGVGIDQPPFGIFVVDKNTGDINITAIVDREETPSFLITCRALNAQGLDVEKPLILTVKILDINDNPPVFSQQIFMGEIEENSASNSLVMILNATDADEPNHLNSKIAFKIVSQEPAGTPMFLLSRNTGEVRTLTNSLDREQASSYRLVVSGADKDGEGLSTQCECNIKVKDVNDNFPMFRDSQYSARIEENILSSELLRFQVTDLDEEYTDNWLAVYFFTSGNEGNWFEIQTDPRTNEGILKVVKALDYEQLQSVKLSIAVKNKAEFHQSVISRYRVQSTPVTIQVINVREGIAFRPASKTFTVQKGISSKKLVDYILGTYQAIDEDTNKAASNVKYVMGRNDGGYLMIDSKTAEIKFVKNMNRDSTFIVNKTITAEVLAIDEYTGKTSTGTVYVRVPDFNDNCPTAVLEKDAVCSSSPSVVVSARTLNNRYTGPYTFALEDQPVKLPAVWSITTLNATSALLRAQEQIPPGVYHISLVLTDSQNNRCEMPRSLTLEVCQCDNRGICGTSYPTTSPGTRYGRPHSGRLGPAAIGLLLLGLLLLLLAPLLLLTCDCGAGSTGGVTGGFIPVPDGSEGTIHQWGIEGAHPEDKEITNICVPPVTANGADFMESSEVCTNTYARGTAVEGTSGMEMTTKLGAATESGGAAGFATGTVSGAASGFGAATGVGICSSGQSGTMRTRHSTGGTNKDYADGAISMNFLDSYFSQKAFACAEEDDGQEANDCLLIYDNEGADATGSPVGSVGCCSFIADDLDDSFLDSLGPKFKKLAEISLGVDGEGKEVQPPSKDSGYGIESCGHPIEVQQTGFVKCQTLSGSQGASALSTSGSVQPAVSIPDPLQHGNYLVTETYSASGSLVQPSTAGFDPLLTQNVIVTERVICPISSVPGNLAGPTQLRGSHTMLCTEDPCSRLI
MITF act: activators of MITF-driven TRPM1 promoter reporter, primary screen, cell-based, SK-MEL-5, luciferase, single point; activation, % at 12.5 µM; SK-MEL-5 TRPM1-promoter luciferase, 24 h; % of positive control, neutral wells = 0; 300,000 tested, 0.75% active;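 active means mean activation of at least 80% with every replicate also reaching 80%; inconclusive means mean reaches 80% but some replicate falls short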;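 further: 0% = neutral control wells and 100% = parthenolide positive control wells; values of inactives mirror those of a sister screen read the other way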
Arrestin-AP2 inh: inhibitors of beta-arrestin/AP2 binding, primary screen, biochemical, GPCR trafficking, flow cytometry | FITC-arrestin peptide / GST-AP2 beads; AP2 beta2 appendage carries R879A mutation | inhibition, % at 10 µM | 340,000 tested, 0.31% active | AID 504490, 2011;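 active means inhibition above a set limit, near 3 SD of compounds lacking own fluorescence, cut at about 54% in these data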;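 further: plate controls were DMSO wells for no effect and 5 µM unlabelled arrestin peptide for full effect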
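System: GST-AP2 R879A glutathione beads | Also added: FITC-arrestin peptide, 50 nM | Times: 12 min plus 1 h, RT | Signal: Bead flow cytometry, FITC channel | Buffer or medium: PBS with 0.05% Tween 20 and 0.1% BSA | Read-out basis: Percent drop in bead-associated FITC signal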
NSD2 HMT inh: NSD2 histone methyltransferase inhibitors, primary screen, biochemical, AlphaScreen, single concentration, set 2; NSD2 peptide methylation, 120 min; Histone-lysine N-methyltransferase NSD2 (Homo sapiens), O96028; inhibition, % at 12.5 µM; 310,000 tested, 0.54% active; in the data active means inhibition above about 50%
dFosB act: activators of delta FosB homodimer, primary screen, biochemical, fluorescence polarization, TAMRA-CDK5 oligo, single point; purified delta FosB; percent of positive-control signal above neutral wells; Protein FosB (Mus musculus), P13346; AID 493131, 2011; activation, % at 25 µM; 340,000 tested, 0.99% active;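 active means mean activation above about 17%, with every replicate also reaching it, limit read from the data, passing the limit was not always enough; inconclusive means only one of the two conditions met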;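 further: fluorescence polarization rise as delta FosB binds a TAMRA Cdk5 AP-1 oligo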
* hit, by the source's call; ? = inconclusive; . = no result given.

PKA-R2B activ,SR-BI DiI inh,SR-BI uptake up,CDK5 inh,PKA-R1A activ,SUMO Mot1 rescue,DSG3 Ab inh,MITF act,Arrestin-AP2 inh,NSD2 HMT inh,dFosB act,Molecule
-1,10,-10,-2.7,-2,11,110,13,-6,0,1,Cn1c(N)c(C(=O)NCc2ccccc2Cl)sc1=S
4,38,-38,0.9,-18,-4,103,.,32,2,-12,CCOC(=O)C1(Cc2ccc(O)cc2)NC(c2ccco2)C2C(=O)N(c3ccccc3F)C(=O)C21 (stereo not drawn)
-18,-4,4,1.7,-2,-7,97,40,4,-6,5,O=C(Nc1nccs1)c1ccc2c(c1)OCO2
0,9,-9,-1.8,-4,.,96,3,2,3,-1,Cc1ccc(NS(=O)(=O)c2ccc(C)c(C(=O)Nc3ccc(S(=O)(=O)Nc4onc(C)c4C)cc3)c2)cc1
5,54,-54,0.5,-7,.,104,-34,22,-2,-8,OC1(c2cccc(C(F)(F)F)c2)CCN(c2ncnc3c2[nH]c2ccc(F)cc23)CC1
0,-34,34,1.5,1,5,.,-7,10,0,-5,O=C(NCC1CCCN1S(=O)(=O)c1cccs1)c1c(F)cccc1F (stereo not drawn)
-4,37,-37,-2.1,-9,-4,94,-3,3,-2,-14,CCOc1ccc(CCNC(=O)c2cc(C)nn2-c2ccccc2)cc1
0,-26,26,1.6,-6,8,99,.,3,.,-7,COc1ccc(CN2CCc3cc(OC)c(OC)cc3C2)cc1O
1,35,-35,0.5,-10,7,100,.,8,-2,2,CCOC(=O)c1sc(Nc2cccc(Cl)c2)nc1C
-10,34,-34,-1.1,4,8,107,-22,7,0,-6,CCNc1nc(NC(C)C)nc(N(C#N)Cc2ccccc2)n1
6,76*,-76,0.0,9,-6,90,-21,12,-4,-6,Cc1c(C(c2ccc(C(=O)O)cc2)c2c(C)n(C)n(-c3ccccc3)c2=O)c(=O)n(-c2ccccc2)n1C
-10,11,-11,-0.3,5,-5,96,5,-11,-1,-2,C/C(=N\OC(=O)c1cccc(Cl)c1)c1sc(C)nc1C
-1,-2,2,2.7,-3,-1,102,.,-3,.,-2,Cc1cc(OCC(=O)NC(Cc2ccc(Cl)cc2)C(=O)O)c2c(C)cc(=O)oc2c1 (stereo not drawn)
-1,-16,16,-0.1,0,115,106,3,-5,1,5,Cc1c(CN2CCC(CO)(CC3CCCCO3)CC2)cnn1C (stereo not drawn)
3,20,-20,-0.7,7,-12,106,11,-1,39,-2,Cc1ccc(C)c(S(=O)(=O)N2CCN(CC(=O)Nc3ccc4c(c3)OCCO4)CC2)c1
3,-6,6,0.6,4,6,99,-2,-7,.,?,NC(=O)CC(NC(=O)c1ccc(Br)cc1)c1ccc(NCc2ccc(F)cc2)c([N+](=O)[O-])c1 (stereo not drawn)
1,-21,21,1.0,-3,319,103,-10,3,-1,-10,CCOC(=O)CNC(=O)C(CO)NC(=O)OCc1ccccc1 (stereo not drawn)
8,-21,21,1.5,13,4,98,-4,12,-1,-2,N#Cc1c(Cl)nc(-c2ccncc2)nc1-c1ccccc1
8,-25,25,-0.1,5,-16,109,.,5,.,-16,CCCN(CCC)CCCNc1ccc2nnc(-c3ccc(F)cc3)n2n1
4,16,-16,3.3,6,-12,80,.,16,-3,-6,Cc1ccc(NC(=O)CSc2nnc(C3CCCCC3)n2N)cc1F
2,-12,12,-0.9,4,.,.,0,1,-1,-6,Cn1c(=O)c2[nH]c(C3CCC3)nc2n(C)c1=O
-4,39,-39,-1.2,-13,-9,94,-7,5,-1,1,Oc1ccc(/C=N\Nc2nncc(-c3ccccc3)n2)cc1
2,-4,4,2.1,-3,16,113,.,-1,.,-3,O=C(Nc1nnc(-c2ccccc2)s1)c1ccccc1F
2,-14,14,-0.2,-17,-24,93,8,-8,1,-10,COC(=O)CN1C(=O)Nc2ccc(Cl)cc2C1c1ccccc1 (stereo not drawn)
10,21,-21,1.3,-9,0,103,.,-10,-1,-6,CCOc1ccc2nc(NC(=O)Cc3cccs3)sc2c1
-9,19,-19,0.0,-1,-11,105,-5,-5,.,2,Cc1ccc(NC(=O)C2CCCN(S(=O)(=O)c3cnc[nH]3)C2)cc1C (stereo not drawn)
-7,0,0,1.7,1,.,103,29,-16,18,12,c1ccc2c(c1)CCN(C1=Nc3cccc4cccc1c34)C2
-1,-5,5,0.9,-9,17,110,-7,12,.,-12,COc1ccc(C(c2sc3nc(C)nn3c2O)N2CCN(CCO)CC2)cc1OC (stereo not drawn)
9,-21,21,-2.9,8,63,104,15,3,.,-11,CN(C)CCCNC(=O)C(=O)Nc1ccc2c(c1)N(S(=O)(=O)c1cccs1)CCC2
-6,-13,13,0.0,1,-8,91,4,17,2,4,Cc1cc(C(=O)NC2CCCCC2)on1

Individual results from the results shown:
COC(=O)CN1C(=O)Nc2ccc(Cl)cc2C1c1ccccc1 (stereo not drawn) in SR-BI uptake up reads 14
COc1ccc(CN2CCc3cc(OC)c(OC)cc3C2)cc1O in Arrestin-AP2 inh reads 3
O=C(Nc1nccs1)c1ccc2c(c1)OCO2 in CDK5 inh reads 1.7
NC(=O)CC(NC(=O)c1ccc(Br)cc1)c1ccc(NCc2ccc(F)cc2)c([N+](=O)[O-])c1 (stereo not drawn) in CDK5 inh reads 0.6
Cc1ccc(NC(=O)C2CCCN(S(=O)(=O)c3cnc[nH]3)C2)cc1C (stereo not drawn) in Arrestin-AP2 inh reads -5
c1ccc2c(c1)CCN(C1=Nc3cccc4cccc1c34)C2 in MITF act reads 29

The main list resumes; the two compounds before the break are reprinted first.
PKA-R2B activ,SR-BI DiI inh,SR-BI uptake up,CDK5 inh,PKA-R1A activ,SUMO Mot1 rescue,DSG3 Ab inh,MITF act,Arrestin-AP2 inh,NSD2 HMT inh,dFosB act,Molecule
9,-21,21,-2.9,8,63,104,15,3,.,-11,CN(C)CCCNC(=O)C(=O)Nc1ccc2c(c1)N(S(=O)(=O)c1cccs1)CCC2
-6,-13,13,0.0,1,-8,91,4,17,2,4,Cc1cc(C(=O)NC2CCCCC2)on1
-8,.,.,1.3,3,88,100,-1,-6,-2,-8,COCCN(C(=S)Nc1ccc(C)cc1)C(C)c1ccco1 (stereo not drawn)
-4,-10,10,0.6,-1,6,102,11,14,-2,2,O=C(Cc1ccccc1[N+](=O)[O-])NC1CC2CCC1C2 (stereo not drawn)
-9,-14,14,3.7,-2,54,109,-6,7,-1,2,S=c1[nH]c2ccccc2n2cccc12
-3,.,.,0.0,-6,-3,103,-43,28,5,-14,O=C(CNC(=O)c1ccco1)N=Nc1c(O)n(CCc2ccccc2)c2ccccc12
-4,-10,10,-3.2,-4,6,100,-6,0,1,-5,COc1ccc(N(C(=O)c2ccco2)S(=O)(=O)c2cc(Cl)c(Cl)cc2Cl)cc1
-4,-1,1,-1.0,-9,43,104,27,3,-1,4,Cc1ccc2c(C(=O)CSc3ccccc3)c(C)[nH]c2c1
-17,14,-14,-1.9,4,-14,93,7,25,3,-4,O=C(CSC1=NS(=O)(=O)c2ccccc2N1)Nc1cccc(F)c1
5,-7,7,1.0,0,4,102,13,3,-5,-7,COc1ccc(S(=O)Cc2ccc(C(=O)N3CCN(C(=O)c4ccco4)CC3)o2)cc1 (stereo not drawn)
-7,50,-50,1.1,-9,5,.,-12,-9,-1,-13,CCC(C)(C)C1CCC2(CC1)NC(=O)N(CC(=O)NCCc1ccc(OC)c(OC)c1)C2=O (stereo not drawn)
0,-42,42,0.5,11,-4,113,-8,-8,2,-3,CN(Cc1ccccc1)CC(O)COc1ccc(CNCc2nccn2C)cc1 (stereo not drawn)
-5,-11,11,3.0,-6,11,102,1,1,-2,-2,Cc1nc2ccccc2c(=O)n1NC(=O)c1ccccc1[N+](=O)[O-]
-6,-21,21,-1.4,4,-12,96,-5,28,-2,3,O=S(=O)(Nc1cccnc1)c1cccc(Cl)c1
-6,-18,18,2.2,-16,-4,102,-3,14,7,3,CN1CCC(N(C)S(=O)(=O)c2ccc(C(C)(C)C)cc2)CC1
-16,67,-67,0.4,-15,-15,93,28,-2,-1,9,O=C(Nc1cccc(S(=O)(=O)N2CCOCC2)c1)c1cn(-c2ccccc2)nc1-c1ccccc1
2,-23,23,-3.9,-1,.,106,3,3,-2,-4,O=C(COC(=O)c1ccc2c(c1)OCCO2)Nc1ccc(F)cc1
9,-34,34,-0.2,-2,9,.,.,18,-1,-5,Cc1ccc(C(=O)NC2CC3CCC(C2)N3Cc2ccco2)cc1 (stereo not drawn)
2,.,.,-0.1,3,-4,111,3,6,5,-2,COc1ccc(CN2CC(C(=O)NCCCN3CCOCC3)CC2=O)cc1 (stereo not drawn)

Shown as a hit in SR-BI DiI inh, among the entries above:
PKA-R2B activ,SR-BI DiI inh,SR-BI uptake up,CDK5 inh,PKA-R1A activ,SUMO Mot1 rescue,DSG3 Ab inh,MITF act,Arrestin-AP2 inh,NSD2 HMT inh,dFosB act,Molecule
6,76*,-76,0.0,9,-6,90,-21,12,-4,-6,Cc1c(C(c2ccc(C(=O)O)cc2)c2c(C)n(C)n(-c3ccccc3)c2=O)c(=O)n(-c2ccccc2)n1C
